S1P3 antag = S1P3 receptor antagonists, primary screen, cell-based; CHO S1P3 NFAT-BLA reporter, FRET fluorescence, antagonist mode; inhibition, % at 4.98 µM; 170,000 compounds, 0.27% hits;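 active = inhibition above the plate cutoff, the mean inhibition of test wells on that plate plus 3 SD, cut at about 28% in these data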;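 also: cells challenged with S1P at its EC80 of 0.8 µM; blue over green emission ratio from cleaved BLA substrate after 4 h stimulation; 0% = S1P-stimulated wells and 100% = unstimulated DMSO-only wells; some compounds past the cut are filed as inactive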
Target sequence (Q99500 whole entry, looked up): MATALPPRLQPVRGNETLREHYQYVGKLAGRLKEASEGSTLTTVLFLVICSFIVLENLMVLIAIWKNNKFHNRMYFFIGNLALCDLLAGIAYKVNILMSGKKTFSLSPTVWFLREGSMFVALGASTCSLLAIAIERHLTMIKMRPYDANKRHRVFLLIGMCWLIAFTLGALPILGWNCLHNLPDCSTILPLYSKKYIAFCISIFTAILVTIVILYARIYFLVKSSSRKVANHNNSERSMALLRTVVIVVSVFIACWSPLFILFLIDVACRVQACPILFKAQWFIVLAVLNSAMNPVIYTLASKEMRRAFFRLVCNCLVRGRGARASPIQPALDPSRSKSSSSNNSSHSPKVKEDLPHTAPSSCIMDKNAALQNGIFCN
SRC2 TRFRET art = TR-FRET signal artefacts, primary screen, artefact control for PPARgamma SRC-2 agonist project, biochemical. TR-FRET artefact counter-screen; active compounds read high. TR-FRET ratio at 8 µM. 200,000 compounds, 0.4% hits. AID 1049, 2008; in the data active = TR-FRET ratio above about 2000; also: inactives centre near 1500
TLR4-MyD88 BLA = inhibitors of TLR4-MyD88 association in cells, primary screen, cell-based, HeLa CL3-4, BLA complementation, FRET ratio | AID 861, 2007 | inhibition, % at 8.4 µM | HeLa CL3-4 TLR4/MyD88 BLA complementation | 200,000 compounds, 0.18% hits; in the data active = inhibition above about 25%;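 also: 0% = vehicle and 100% = reference inhibitor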
RAM inhibit = inhibitors of the yeast RAM network, primary screen, dse1pr::URA3 reporter, 5-FOA selection; S. cerevisiae dse1pr::URA3 reporter, 5-FOA growth OD615, 2 d; analog-sensitive cbk1-as2 kinase mutant strain; AID 868, 2007; 190,000 compounds, 1.8% hits; inhibition, % at 50 µM;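 active = inhibition above a set limit, 3 SD over mean compound inhibition, cut at about 8.4% in these data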;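 also: 0% = DMSO-only wells with no growth and 100% = 10 µM 1-NA-PP1 full growth; inhibition rescues growth on 5-FOA so higher OD means more RAM inhibition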
ROMK mod = ROMK potassium channel modulators, primary screen, cell-based, thallium flux, MLSMR library; B-score at 10 µM; 130,000 compounds, 2% hits; ATP-sensitive inward rectifier potassium channel 1 (Homo sapiens), P48048; Tet-inducible ROMK, thallium flux fluorescence; actives lie on both sides;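 active = signal ratio slope over the read window, or its plate-corrected B-score, at least 3 SD from the plate mean, either direction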;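 also: B-score of the F/F0 ratio slope over 7 to 12 s after thallium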
STAT3 inh = IL-6 driven STAT3 reporter inhibitors, primary screen, U3A cells, luciferase, luminescence, MLSCN library; IL-6 STAT3-luciferase reporter; host cell line lacks STAT1; inhibition, % at 5.5 µM; 190,000 compounds, 0.89% hits;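 active = inhibition above the mean inhibition across all screened compounds plus 3 SD, cut at about 44% in these data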;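 also: 0% = DMSO only wells and 100% = 100 µM nifuroxazide control wells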
PPARg SRC-2 ag = agonists of PPARg-SRC-2 recruitment, primary screen, biochemical, HTS | AID 1032, 2008 | 200,000 compounds, 0.34% hits | PPARgamma LBD-SRC-2 recruitment | activation, % at 8 µM; in the data active = activation above about 22%;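 also: 0% = vehicle and 100% = reference agonist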
Target sequence (P37231 whole entry, looked up, the tested form may be a part): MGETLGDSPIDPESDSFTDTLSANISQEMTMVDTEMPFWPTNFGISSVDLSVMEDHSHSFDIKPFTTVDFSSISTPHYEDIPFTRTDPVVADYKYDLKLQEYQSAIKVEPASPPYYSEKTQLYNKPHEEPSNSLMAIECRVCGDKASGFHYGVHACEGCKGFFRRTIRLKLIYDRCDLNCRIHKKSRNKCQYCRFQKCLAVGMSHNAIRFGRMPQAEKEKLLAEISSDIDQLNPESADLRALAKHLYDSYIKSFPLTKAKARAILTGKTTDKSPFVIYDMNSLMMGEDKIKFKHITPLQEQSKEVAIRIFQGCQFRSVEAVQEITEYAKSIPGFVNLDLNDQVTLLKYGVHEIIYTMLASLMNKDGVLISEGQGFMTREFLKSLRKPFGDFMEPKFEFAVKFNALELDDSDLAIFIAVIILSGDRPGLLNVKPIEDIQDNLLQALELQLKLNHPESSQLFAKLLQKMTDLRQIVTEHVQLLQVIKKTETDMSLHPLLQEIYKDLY
PPARg SRC-1 ag = PPARgamma agonists recruiting SRC-1 coactivator, primary screen, biochemical; Peroxisome proliferator-activated receptor gamma (Homo sapiens), P37231; PPARgamma-SRC-1 coactivator recruitment biochemical assay; activation, % at 8 µM; 200,000 compounds, 0.41% hits; AID 631, 2007; in the data active = activation above about 19%;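 also: 0% = DMSO and 100% = reference agonist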
STAT1 blocker = STAT1 signaling inhibitors, primary screen, cell-based, HTS, luciferase reporter. 200,000 compounds, 0.35% hits. NIH 3T3 STAT1-luciferase reporter, IFN-gamma, luminescence. inhibition, % at 5.5 µM;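 active = inhibition above a set limit, the mean inhibition across all tested compounds plus 3 SD, cut at about 34% in these data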;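 also: 0% = IFN-gamma with DMSO and 100% = IFN-gamma with 300 µM nifuroxazide; values of inactives mirror those of a sister screen read the other way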
STAT3 act = IL-6 driven STAT3 reporter potentiators, primary screen, U3A cells, luciferase, luminescence, MLSCN library | IL-6 STAT3-luciferase reporter; 100% = signal with IL-6 EC80 alone | activation (% of control), % at 5.6 µM | 190,000 compounds, 0.91% hits | AID 871, 2007;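 active = activation above the screen-wide mean of compound activation plus 3 SD, cut at about 130% in these data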;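 also: 0% = background luminescence of wells with medium and substrate only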
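Test system: Human STAT1-deficient U3A cells with stable STAT3-luciferase reporter | Also added: Interleukin-6, 33 ng/mL | Timing: Compound pre-incubation 1 h before IL-6, then 6 h stimulation at 37 °C | Technique: Luciferase reporter luminescence | Read-out: Percent of IL-6-only median luminescence | Benchmarks: IL-6-only wells as 100% reference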
PPARg SRC-3 ag = PPARgamma agonists recruiting SRC-3 coactivator, primary screen, biochemical | biochemical PPARgamma/SRC-3 coactivator recruitment assay | activation, % at 8 µM | 200,000 compounds, 0.26% hits | AID 731, 2007; in the data active = activation above about 23%;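 also: 0% = DMSO and 100% = reference agonist; some compounds past the cut are filed as inactive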
* hit, by the source's call; x = no result given.

SMILES	S1P3 antag	SRC2 TRFRET art	TLR4-MyD88 BLA	RAM inhibit	ROMK mod	STAT3 inh	PPARg SRC-2 ag	PPARg SRC-1 ag	STAT1 blocker	STAT3 act	PPARg SRC-3 ag
Cc1ccccc1NS(=O)(=O)c1ccc(C)c(NS(C)(=O)=O)c1C	1	1631	-3	0.6	0.1	8	-2	-2	-5	104	1
COc1ccc(-n2nnnc2SCC(=O)Nc2ccccc2N2CCOCC2)cc1OC	8	1656	-1	0.6	x	0	9	3	11	101	3
Cc1cc(C)nc(N2CCC(C(=O)NCc3ccccc3F)CC2)n1	3	1655	-10	0.0	0.54	1	2	7	-4	104	0
O=C(NCCN1Cc2ccccc2C1=O)c1cccs1	-1	1595	4	0.3	-1.3	-4	-1	-4	-14	105	-10
O=C(Nc1ccccc1N1CCCC1)c1ccc([N+](=O)[O-])cc1Cl	-17	1316	-20	2.0	-0.063	-1	-9	-11	-2	104	-1
O=C(CCN1C(=O)c2cccnc2C1=O)NC1CCCCCC1	1	1442	-7	-1.4	x	2	-5	-4	-1	102	-3
Cn1nnc2cc(NC(=O)NCc3ccc4c(c3)OCO4)ccc21	-27	1507	7	0.8	x	16	-4	-2	-3	89	1
CC1(C)C(=O)Nc2ccccc2N1C(=O)COC(=O)c1cc(S(=O)(=O)N2CCOCC2)ccc1F	-8	1447	6	0.0	0.22	-1	12	-6	-3	100	-1
O=C(COC(=O)c1cc(=O)c2ccccc2o1)Nc1ccc2ccccc2c1	-1	1600	-17	4.0	-0.31	-3	18	10	9	103	4
O=C(CN1CCN(c2ccccc2)CC1)Nc1ccccc1Cl	-15	1504	2	2.8	0.0028	4	6	2	8	105	-2
O=C(CC1Sc2ncnn2C1=O)Nc1ccc(Cl)cc1 (stereo unspecified)	-17	1416	8	2.0	0.035	13	0	-3	18	95	-1
CC(C)C(NS(=O)(=O)c1ccc2c(c1)OCCO2)C(=O)NCCc1ccccn1 (stereo unspecified)	x	1583	1	0.6	x	1	2	-2	-4	102	4
CC1=CCC2C(=O)N(CCc3c[nH]c4ccccc34)C(=O)C2C1 (stereo unspecified)	x	1766	-17	0.5	-0.19	-48	7	10	5	142*	8
COC(=O)c1ccc2c(=O)n(CCCCCC(=O)O)c(=O)[nH]c2c1	8	1599	-7	5.5	0.1	5	-8	-1	0	98	-1
CC12CCC(C(=O)Nc3cccnc3)(CC1=O)C2(C)C (stereo unspecified)	-29	1431	9	-0.4	x	4	2	-1	3	96	-3
CN(C)/C=C(/C(=O)c1ccc(Cl)cc1)S(=O)(=O)c1ccccc1	x	1487	-5	2.5	x	8	12	6	8	100	6
CC[n+]1c(-c2ccc(C)cc2)csc1Nc1c(C)n(C)n(-c2ccccc2)c1=O	-10	1584	5	0.5	x	11	3	3	-3	94	5
COc1ccc(NC(=O)CCCc2c[nH]c3ccccc23)cc1OC	-27	1629	0	0.8	0.41	-5	4	3	-11	102	10
O=C1NCCN1Cc1ccccc1F	-24	1540	-5	0.8	0.47	-1	9	3	-1	104	4
OCCn1c(SC2CCCCC2)nc2ccccc21	3	1372	1	-0.1	-0.39	6	-1	-4	7	98	4

Entries above shown as hits in STAT3 act.
mol | S1P3 antag | TLR4-MyD88 BLA | RAM inhibit | ROMK mod | PPARg SRC-2 ag | STAT1 blocker | STAT3 act | PPARg SRC-3 ag
CC1=CCC2C(=O)N(CCc3c[nH]c4ccccc34)C(=O)C2C1 (stereo unspecified) | x | -17 | 0.5 | -0.19 | 7 | 5 | 142* | 8

(cont.)
SMILES	S1P3 antag	SRC2 TRFRET art	TLR4-MyD88 BLA	RAM inhibit	ROMK mod	STAT3 inh	PPARg SRC-2 ag	PPARg SRC-1 ag	STAT1 blocker	STAT3 act	PPARg SRC-3 ag
Cc1ccccc1NC(=O)Nc1ccccc1C(=O)NCc1ccccc1	x	1603	9	3.5	x	8	-6	-2	2	96	-6
Cc1ccc(C(=O)n2nc(-n3cccc3)c3c(C)cc(C)nc32)cc1	-11	1673	-7	3.0	0.23	12	-7	-2	1	91	1
Nc1cccc2nc3ccccc3cc12	x	1437	9	2.6	-0.081	-62	1	-2	-133	151*	0
CCCCCn1c2nc3ccccc3nc2c2c(=O)n(CC(C)C)cnc21	x	1298	-6	1.3	1.1	4	5	0	10	103	-3
Cc1onc(-c2ccccc2)c1C(=O)Nc1ccc2c(C)cc(=O)oc2c1	x	1695	12	5.7	x	17	1	13	-2	89	1
COc1ccc(NC(=O)CSc2nncn2C)cc1OC	x	1356	1	2.8	x	1	-5	2	-2	101	3
CCOC(=O)Cn1cc(C(=O)C(C)(C)C)c2ccccc21	-9	1421	-17	2.9	-1.3	4	5	10	-3	103	6
Cc1ccc(S(=O)(=O)N2CCC(=O)N(C(COCc3cccc(C)c3)C(C)C)CC2)cc1 (stereo unspecified)	-5	1484	-9	4.0	-1.3	-6	1	7	7	102	2
O=C(NCc1nnc(SC/C=C/c2ccccc2)o1)c1ccco1	x	1490	-13	0.1	-0.037	1	-9	-4	-2	99	3
COC(=O)CN1C(=O)Nc2ccc(Br)cc2C1c1ccccc1Cl (stereo unspecified)	x	1525	8	0.9	x	5	-8	6	3	99	-7
CCC(O)(c1ccc(OC)cc1)C(CN1CCOCC1)c1ccccc1 (stereo unspecified)	-1	1343	-4	-0.4	0.97	3	-12	8	5	104	-3
CC(=O)c1cccc(NC(=O)CSCc2ccccc2)c1	x	1673	-2	1.4	-0.94	-1	2	2	1	106	5
COc1ccc(N2CCN(c3ccc(N)cc3C#N)CC2)cc1	6	1559	3	1.8	0.57	19	2	-4	14	88	8
CCOC(=O)C1CCN(S(=O)(=O)c2c(C)n[nH]c2C)CC1	11	1440	6	1.4	x	14	3	4	2	95	12
CC(C)(C)c1ccc(OCC(=O)N/N=C/c2ccsc2)cc1	1	1536	-1	-2.0	x	-16	-10	-1	-4	113	-4
O=C(Cn1c(=O)oc2cc(S(=O)(=O)N3CCc4ccccc43)ccc21)NC1CCCC1	-20	1645	-8	3.1	x	17	10	1	7	93	5
O=C(CSCc1ccccc1)N/N=C/c1cc2c(cc1Br)OCO2	-10	1573	-1	7.9	x	1	-3	0	1	99	3
Cc1ccc(-c2[nH]c3ccccc3c2C(C[N+](=O)[O-])c2ccco2)cc1 (stereo unspecified)	x	1332	3	4.3	1.1	-56	6	-8	19	152*	-4
Cc1ccc(C)c(NC(=O)CCN2CC(C)OC(C)C2)c1 (stereo unspecified)	-5	1479	4	1.6	x	0	-5	-5	0	109	-4
CC(=O)c1c(C)[nH]c(C(=O)NCCc2ccc(Cl)cc2)c1C	6	1597	3	2.5	0.7	9	1	2	-9	98	-3

Compounds shown so far that have a nitro group on carbon (2):
SMILES	S1P3 antag	SRC2 TRFRET art	TLR4-MyD88 BLA	RAM inhibit	ROMK mod	STAT3 inh	PPARg SRC-2 ag	PPARg SRC-1 ag	STAT1 blocker	STAT3 act	PPARg SRC-3 ag
O=C(Nc1ccccc1N1CCCC1)c1ccc([N+](=O)[O-])cc1Cl	-17	1316	-20	2.0	-0.063	-1	-9	-11	-2	104	-1
Cc1ccc(-c2[nH]c3ccccc3c2C(C[N+](=O)[O-])c2ccco2)cc1 (stereo unspecified)	x	1332	3	4.3	1.1	-56	6	-8	19	152*	-4

Entries of single compounds from above.
CCC(O)(c1ccc(OC)cc1)C(CN1CCOCC1)c1ccccc1 (stereo unspecified) in the list: S1P3 antag = -1; SRC2 TRFRET art = 1343; TLR4-MyD88 BLA = -4; RAM inhibit = -0.4; ROMK mod = 0.97; STAT3 inh = 3; PPARg SRC-2 ag = -12; PPARg SRC-1 ag = 8; STAT1 blocker = 5; STAT3 act = 104; PPARg SRC-3 ag = -3
Cc1ccc(-c2[nH]c3ccccc3c2C(C[N+](=O)[O-])c2ccco2)cc1 (stereo unspecified) in the list: S1P3 antag = x; SRC2 TRFRET art = 1332; TLR4-MyD88 BLA = 3; RAM inhibit = 4.3; ROMK mod = 1.1; STAT3 inh = -56; PPARg SRC-2 ag = 6; PPARg SRC-1 ag = -8; STAT1 blocker = 19; STAT3 act = 152*; PPARg SRC-3 ag = -4

The list continues.
SMILES	S1P3 antag	SRC2 TRFRET art	TLR4-MyD88 BLA	RAM inhibit	ROMK mod	STAT3 inh	PPARg SRC-2 ag	PPARg SRC-1 ag	STAT1 blocker	STAT3 act	PPARg SRC-3 ag
OCCCCNCc1ccc(OCc2ccc(Cl)cc2Cl)cc1	x	1442	-3	0.6	x	3	-8	-4	0	101	-7
O=C(CC1Oc2ccccc2NC1=O)NCCCN1CCCC1=O (stereo unspecified)	-14	1431	7	1.2	x	-14	-7	-4	1	120	-10
CCCn1nnnc1NC(=O)c1ccc(C)cc1Cl	x	1663	1	0.9	x	16	18	6	-9	95	11
Cc1nn2c(-c3ccncc3)ccnc2c1Cl	3	1519	2	1.4	-0.31	17	3	1	-11	92	1
Cc1ccccc1NC1=C(Cl)C(=O)OC1OC(C)C (stereo unspecified)	x	1563	6	0.1	1.5	-1	-1	-4	-3	99	2
Cc1cccc(C(=O)N[C@H](C(=O)Nc2nccs2)C(C)C)c1	-12	1515	6	1.3	x	1	-3	-4	10	98	-1
CCOc1ccc(Cc2nn[nH]n2)cc1	-11	1478	5	1.5	0.098	-1	1	-2	0	104	2
CCN(CC)c1ccc(NC(=O)C2CC(=O)N(Cc3ccccc3)C2)cc1 (stereo unspecified)	-9	1528	10	0.6	1.2	1	6	10	19	104	5
Cc1ccccc1OCCN1C(=O)NC2(CCc3ccccc32)C1=O (stereo unspecified)	-4	1610	-11	2.5	x	-2	-1	1	0	104	2
O=C(Nc1ccccc1N1CCOCC1)c1cccnc1Cl	-16	1492	3	0.4	0.14	7	-2	-8	-2	100	0
O=C(Oc1ccc2c(c1)OCO2)c1ccncc1	-21	1591	5	1.4	x	3	2	11	8	101	5
CC(=O)c1c(C)[nH]c(C(=O)OCc2ccc(F)cc2Cl)c1C	7	1482	-8	3.8	-0.07	48*	1	7	1	64	-1

Screening results deposited in PubChem by several laboratories.
